M5 ag: agonists of human muscarinic M5 receptor (CHRM5). CHO-K1 hM5 cells, Fluo-8 calcium fluorescence; 0% DMSO wells, 100% maximal acetylcholine response. activation, % at 3 µM. 0.19% of 360,000 active. AID 624037;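 active means activation above the run's mean over test compounds plus 3 SD, cut at about 23% in these data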;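 further: signal is peak over basal fluorescence ratio across the kinetic read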
Target sequence (P08912 whole entry, looked up): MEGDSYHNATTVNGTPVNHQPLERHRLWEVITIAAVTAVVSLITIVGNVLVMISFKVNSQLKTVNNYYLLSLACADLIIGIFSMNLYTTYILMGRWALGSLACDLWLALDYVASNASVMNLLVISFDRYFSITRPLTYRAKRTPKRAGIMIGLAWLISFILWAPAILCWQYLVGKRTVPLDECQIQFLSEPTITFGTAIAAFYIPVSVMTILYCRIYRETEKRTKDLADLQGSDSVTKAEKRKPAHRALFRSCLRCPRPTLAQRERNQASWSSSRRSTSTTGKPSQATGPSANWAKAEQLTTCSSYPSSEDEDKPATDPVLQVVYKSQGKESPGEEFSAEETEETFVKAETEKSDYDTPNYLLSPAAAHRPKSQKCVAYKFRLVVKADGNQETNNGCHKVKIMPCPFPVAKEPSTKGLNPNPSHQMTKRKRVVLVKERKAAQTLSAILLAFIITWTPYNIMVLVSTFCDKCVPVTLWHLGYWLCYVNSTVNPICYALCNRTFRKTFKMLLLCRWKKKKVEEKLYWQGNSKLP
M5 antag: antagonists of human muscarinic M5 receptor (CHRM5) | inhibition, % at 3 µM | AID 624040 | P08912 | 0.59% of 360,000 active | CHO-hM5 cells, Fluo-8 calcium fluorescence, ACh EC80;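 active means inhibition above a per-plate cutoff, the mean of that plate's test compounds plus 3 SD, cut at about 27% in these data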;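 further: 0% = acetylcholine EC80 with DMSO and 100% = DMSO without agonist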
M4 antag: blocks acetylcholine activation of human M4 receptor. AID 624125. CHO-hM4 cells, ACh EC80, Fluo-8 calcium fluorescence. P08173. 0.73% of 360,000 active. inhibition, % at 3 µM;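 active means inhibition above its plate's cutoff, the mean inhibition of sample wells plus 3 SD, cut at about 27% in these data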;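 further: 0% = acetylcholine EC80 with DMSO and 100% = DMSO without agonist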
CHRM4 agonist: CHRM4 agonism in calcium assay. P08173. CHO-K1 hM4/Gqi5, Fluo-8 calcium fluorescence; vehicle 0%, full acetylcholine response 100%. activation, % at 3 µM. 0.14% of 360,000 active. AID 624127;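 active means activation above the run mean over all test wells plus 3 SD, cut at about 32% in these data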;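 further: peak over basal fluorescence ratio per well then scaled between controls; 0% = DMSO wells and 100% = acetylcholine at EC100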
TAAR1 ag: agonists of human TAAR1 | Q96RJ0 | CHO RD-HGA16 TAAR1, Fluo-8 calcium fluorescence; vehicle wells 0%, saturating PEA agonist 100% | activation, % at 3 µM | 0.99% of 360,000 active;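 active means activation above the mean activation of all test compounds in the run plus 3 SD, cut at about 38% in these data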
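Test system: RD-HGA16 (CHO) cells co-expressing Gα16 and hTAAR1 | Doses: Single dose, 3 µM | Schedule: 17-24 h seeding, 75 min 37 °C dye, 30 min RT | Evaluation: % activation from peak over basal fluorescence ratio, DMSO-to-PEA scaled | Technique: Kinetic Fluo-8 calcium fluorescence | Benchmarks: Low control DMSO, high control PEA (EC100)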
M1 ag: human M1 muscarinic receptor agonism; P11229; CHO-K1 hM1, Fluo-8 calcium fluorescence, agonist mode; 0% DMSO, 100% acetylcholine EC100; activation, % at 3 µM; 0.33% of 360,000 active; AID 588814;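 active means activation above the run's mean compound activation plus 3 SD, cut at about 16% in these data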;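 further: peak over basal fluorescence ratio within a 140 s kinetic read after compound addition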
Target sequence (P11229 whole entry, looked up): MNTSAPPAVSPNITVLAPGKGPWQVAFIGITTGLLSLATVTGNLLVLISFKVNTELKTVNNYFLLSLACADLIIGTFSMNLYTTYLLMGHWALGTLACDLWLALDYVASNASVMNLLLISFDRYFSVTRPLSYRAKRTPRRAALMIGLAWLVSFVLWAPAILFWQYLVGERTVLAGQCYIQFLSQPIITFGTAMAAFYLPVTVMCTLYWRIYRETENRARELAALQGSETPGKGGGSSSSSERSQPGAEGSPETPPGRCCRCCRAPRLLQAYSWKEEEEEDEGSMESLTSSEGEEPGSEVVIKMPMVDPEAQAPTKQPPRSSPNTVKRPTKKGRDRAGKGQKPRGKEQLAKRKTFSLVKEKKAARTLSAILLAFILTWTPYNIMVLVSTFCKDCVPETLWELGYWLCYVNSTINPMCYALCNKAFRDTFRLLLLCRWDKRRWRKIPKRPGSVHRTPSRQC
M1 antag: blocks human M1 muscarinic receptor. P11229. CHO-K1 hM1, Fluo-8 calcium fluorescence, ACh EC80 antagonist. inhibition, % at 3 µM. 1.3% of 360,000 active;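 active means percent inhibition above its own plate's cutoff, namely the mean of that plate's compound wells plus 3 SD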;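 further: peak over basal fluorescence ratio during 140 s after agonist addition; 0% = ACh EC80 plus DMSO and 100% = DMSO alone without agonist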
M1 PAM: positive allosteric modulators of human M1 muscarinic receptor; activation, % at 3 µM; CHO-K1 hM1, Fluo-8 calcium fluorescence, ACh EC20; 0% = ACh EC20, 100% = maximal ACh; P11229; 0.088% of 360,000 active; in the data active means activation above about 19%, passing the limit was not always enough
M5 PAM: CHRM5 positive allosteric modulation | P08912 | CHO-K1 hM5, Fluo-8 calcium, ACh EC20 PAM; 0% = ACh EC20, 100% = ACh EC100 | activation, % at 3 µM | 0.3% of 360,000 active;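 active means activation above the run cutoff, the mean activation of all test compounds plus 3 SD, cut at about 18% in these data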
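Assay system: CHO-K1 hM5 cells. Also added: acetylcholine at EC20 concentration, added after compound. Dosing: 3 µM, single dose. Times: compound preincubation 140 s before EC20 acetylcholine addition. Signal: Fluo-8 calcium fluorescence. Measure: % activation relative to EC20 and EC100 ACh responses. Repeats: singlicate, one well per test compound.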
Starred values were filed as active, the others as inactive; . = no result given. Only part of the results is shown; count on the stated rates, not on these rows.

mol	M5 ag	M5 antag	M4 antag	CHRM4 agonist	TAAR1 ag	M1 ag	M1 antag	M1 PAM	M5 PAM
N#CC1=C(N)Oc2n[nH]c(-c3cccs3)c2C1C1CCCCC1 (stereo unspecified)	-4	8	-15	0	17	-4	-13	0	-10
Fc1ccc(-c2ccnc3nc(N4CCN(c5ccccc5)CC4)nn23)cc1	1	-10	-1	-1	3	-5	-7	7	0
COc1ccc(CN2CCC[C@]3(N[C@H](c4ccc(OC)cc4)[C@@H]4C(=O)N(Cc5ccccc5)C(=O)[C@@H]43)C2=O)cc1	1	1	-11	5	1	-6	-10	-4	-1
CCOc1ccc(S(=O)(=O)Nc2cc(Cl)ccc2O)cc1	2	8	-9	11	15	0	12	-4	-7
Cc1ccc(C(=O)N2CCN(c3ccc([N+](=O)[O-])cc3-n3cccc3)CC2)cc1	6	3	10	1	8	1	0	6	-6
C#Cc1ccc([C@@H]2C=C(C(=O)NC3CC3)O[C@H](OCCCCO)C2)cc1	3	1	-5	1	3	-3	-5	7	2
O=c1[nH]c(-c2ccncc2)nc2ccccc12	0	-1	-5	0	3	-2	-19	8	5
CC(=O)Nc1ccc(CNc2nc3cc(-c4ccsc4)sc3c(=O)n2C)cc1	-1	-3	-10	2	7	3	-11	1	4
O=C(N/N=C/c1coc2ccc(Cl)cc2c1=O)c1ccncc1	-1	12	-12	2	3	-2	-5	4	-8
CC1(C)OC(=O)C(=CNC(=O)c2c(F)cccc2F)C(=O)O1	0	6	5	0	0	-1	4	-5	-1
COC(=O)c1ccccc1NC(=S)NC(NC(=O)c1ccccc1[N+](=O)[O-])C(Cl)(Cl)Cl (stereo unspecified)	-5	0	-9	1	8	-1	-1	7	-2
Cc1cccc(NC(=S)N/N=C/c2cccc(O)c2)c1C	2	6	0	1	1	-2	-14	1	-4
CC(=O)C1C(c2ccccc2)c2c(noc2C)CC1(C)O (stereo unspecified)	-1	1	4	1	1	-6	-13	10	6
CC(C)C[C@@H]1Cc2[nH][nH]c(=O)c2[C@H](CCc2ccccc2)O1	2	-1	-12	0	-1	.	.	.	10
Cn1c(=NC(=O)c2cnccn2)sc2ccccc21	-2	-13	-5	1	-2	-5	4	-3	13
Cc1ccc(C23CC4CC(CC(C(=O)NC(C)C(=O)O)(C4)C2)C3)cc1 (stereo unspecified)	-4	2	-14	2	2	1	-18	22	3
COC(=O)c1ccc(NC(=O)CC2C(=O)N(C)C(=S)N2Cc2ccc(S(N)(=O)=O)cc2)cc1 (stereo unspecified)	3	0	-7	1	1	-3	-9	4	10
N#Cc1ccccc1S(=O)(=O)N1CCNS(=O)(=O)c2ccccc21	0	5	0	0	3	-4	-13	7	-2
CC(C)CC(NC(=O)C1CCCCC1)C(=O)NCc1ccccn1 (stereo unspecified)	-2	-1	-4	1	18	-4	-8	6	2
Cc1ccccc1-c1nn[nH]n1	0	-6	8	0	0	-4	-8	4	6
CCn1c(SCc2nc3ccccc3s2)nc2cc(S(=O)(=O)N3CCOCC3)ccc21	1	5	7	8	1	-4	-31	4	-1
CCN(CCCn1c(=S)[nH]c2ncccc2c1=O)c1ccccc1	-2	-9	-5	0	9	-2	-6	8	-2
COC(=O)[C@]12CCCCC=C1N(Cc1cccc3ccccc13)C(=O)[C@H](CC(=O)N1CCCC1)C2	2	12	2	17	10	.	.	.	-11
Cc1onc(-c2ccccc2Cl)c1C(=O)Nc1sc2c(c1C(N)=O)CCC(C)C2 (stereo unspecified)	-12	-2	-7	0	3	-3	-17	7	-4
CCOc1cc(C(=O)Oc2cc(C)[nH]c(=O)c2[N+](=O)[O-])cc(OCC)c1OCC	-5	4	-4	1	1	-2	1	4	4
COc1cccc(OC)c1C(=O)N1CCN(C(=O)c2ccc(-c3ccccc3)cc2)CC1	-1	-2	8	4	3	-2	-3	0	-2
COC(=O)c1sccc1NS(=O)(=O)c1ccccc1[N+](=O)[O-]	-3	4	-1	-1	0	-3	-13	7	2
COc1cc(OC)c(NC(=O)c2cccc(F)c2)cc1Cl	-4	-4	-1	2	-3	-6	-8	7	5
C/C(=N\NC(=S)NCc1ccccc1)c1ccc(C#N)cc1	-1	7	5	1	0	-3	2	3	-3
N#CCC(=O)N/N=C/c1cc([N+](=O)[O-])ccc1N1CCOCC1	0	4	-1	0	2	-5	7	-8	-1

Looked up above:
For M1 PAM, `C#Cc1ccc([C@@H]2C=C(C(=O)NC3CC3)O[C@H](OCCCCO)C2)cc1` has the entry 7
For CHRM4 agonist, `N#Cc1ccccc1S(=O)(=O)N1CCNS(=O)(=O)c2ccccc21` has the entry 0
For M1 PAM, `C/C(=N\NC(=S)NCc1ccccc1)c1ccc(C#N)cc1` has the entry 3

Remaining list, next part.
mol	M5 ag	M5 antag	M4 antag	CHRM4 agonist	TAAR1 ag	M1 ag	M1 antag	M1 PAM	M5 PAM
COc1cccc2c1OC1(C)CC2NC(=O)N1c1cccc(C(=O)Nc2ccc3c(c2)OCCO3)c1 (stereo unspecified)	-3	7	0	9	15	-1	28*	-13	-47
COc1ccc(CN/C=C2\CCCCC2=O)cc1	0	5	4	0	.	-7	0	-5	-3
COc1ccc(CN2C(=O)c3cccnc3C2=O)cc1S(=O)(=O)N1CC(C)CC(C)C1 (stereo unspecified)	-4	-1	-10	0	0	-9	-3	2	0
Cc1sc2c(c1C)C(=O)/C(=C\Nc1ccncc1)S(=O)(=O)N2C	0	3	-1	2	0	0	-7	9	2
Cc1c(C(=O)Nc2ccccc2C(=O)N2CCCC2)cccc1[N+](=O)[O-]	2	11	-3	3	5	2	-2	9	-6
Cc1c(Nc2cc(N3CCCCCC3)c3nonc3c2[N+](=O)[O-])c(=O)n(-c2ccccc2)n1C	-1	-4	5	0	-1	0	-46	7	-2
CSc1ccccc1C(=O)OCC(=O)N1CCCCCC1	1	9	-1	2	2	-3	7	-2	-6
Cc1cc(C(=O)Nc2cccc(S(=O)(=O)N3CCCC3)c2)c2ccccc2n1	-4	2	4	4	9	-6	-8	-1	-7
Cc1cccc(OCC(=O)N/N=C\c2cccn2C)c1C	-2	5	6	0	17	-4	8	-2	-4
CCCC(=O)N1CCc2[nH]c3ccccc3c2C1	4	-4	-4	1	4	2	-12	8	4
NC(=O)c1ccsc1NC(=O)COC(=O)Cc1ccc(F)cc1	9	21	6	18	13	6	10	-9	-18
CCOc1ccc(NC(=O)C2CCCN2S(=O)(=O)c2ccc3c(c2)C(C)(C)C(=O)N3C)cc1 (stereo unspecified)	0	-3	-9	1	-1	-3	-18	9	5
O=S(=O)(Cc1noc(-c2ccc(OC(F)(F)F)cc2)n1)c1ccc(F)cc1	4	4	14	1	8	-1	-9	6	2
O=C(CCSc1nc(-c2ccco2)cc(C(F)(F)F)n1)N1CCN(c2ccccn2)CC1	-4	3	5	6	9	-3	2	0	-8
O=C(Nc1cccc(F)c1)c1ccc(-c2cccnc2)c2ccoc12	0	1	-2	11	.	-1	-2	4	-3
COC(/C=C/Nc1ccc(Cl)cc1)=C(C#N)C#N	-4	15	5	1	3	-5	-3	-4	-9
O=C(CC1SC(=Nc2ccc(OC(F)F)cc2)N(CCC2=CCCCC2)C1=O)Nc1ccccc1F (stereo unspecified)	-2	-5	-1	0	1	-9	-7	4	5
CCOC(=O)C1=C(C(=O)OCC)N(CC2CCCCC2)CCC1=O	1	0	7	0	3	-3	3	-1	4
Cc1ccc(C(=O)Nc2ccc3c(c2)OCO3)cc1Cl	-7	0	2	0	-1	-5	19	-4	1
CC(C)C(C)NC(=O)Cn1cnc2c(oc3ccccc32)c1=O (stereo unspecified)	0	14	3	3	2	-1	0	2	-3
CCCc1c(C(=O)N/N=C/c2cccc3ccccc23)nnn1-c1nonc1N	-3	-2	0	3	0	-5	3	4	-3
CC(C)(/C=N/O)/[N+]([O-])=C/C=[N+](\[O-])C(C)(C)/C=N/O	-1	-5	-5	1	2	-1	4	-1	1
COc1ccc(-n2nnnc2SCC(=O)c2ccc(O)c(O)c2)cc1	-1	2	4	2	29	0	-6	5	0
CC(C)[C@@H](N)C(=O)NCC1CCC(C(=O)N[C@@H](Cc2ccccc2)C(=O)O)CC1 (stereo partly specified)	-2	0	-2	1	2	0	-15	18	0
Cc1nnc(NC(=O)C2CCCN2S(=O)(=O)c2ccc(Cl)cc2)s1 (stereo unspecified)	-2	6	-5	0	5	-3	-8	10	10
CCCC(=O)N1CC(=O)Nc2ccc(C)cc2C1c1ccccc1 (stereo unspecified)	-2	19	-3	0	0	-5	-1	0	-7
c1cncc(-c2nnc(-c3ccco3)o2)c1	2	6	2	1	3	-5	17	-11	-3
CC(Oc1cccc(Cl)c1)C(=O)Nc1ccccc1N1CCCCC1 (stereo unspecified)	0	-3	-6	0	0	-2	-1	-4	1
CCOC(=O)C(CC)n1cnc2c(nnn2-c2ccc(OC)cc2)c1=O (stereo unspecified)	1	-7	-18	1	12	-4	-16	8	1
O=C(Nc1ccccc1Cl)c1cc(C2CCCCN2C(=O)CCc2ccccc2)on1 (stereo unspecified)	-3	-1	-20	-1	3	-6	-19	5	-3

Limited to M5 ag, CHRM4 agonist and TAAR1 ag, for 2 of the compounds above:
SMILES	M5 ag	CHRM4 agonist	TAAR1 ag
Cc1sc2c(c1C)C(=O)/C(=C\Nc1ccncc1)S(=O)(=O)N2C	0	2	0
O=C(CCSc1nc(-c2ccco2)cc(C(F)(F)F)n1)N1CCN(c2ccccn2)CC1	-4	6	9

New compounds follow:
mol	M5 ag	M5 antag	M4 antag	CHRM4 agonist	TAAR1 ag	M1 ag	M1 antag	M1 PAM	M5 PAM
COc1ccc(CCNC(=O)C2CCN(C(=O)c3ccc(Br)cc3)CC2)cc1OC	1	3	3	6	12	-5	-20	13	0
CCOC(=O)c1c(-c2ccc(C)cc2)csc1NC(=O)/C(C#N)=C/c1ccc(O)c(OC)c1	5	-13	2	3	25	-2	3	6	8
O=C(Nc1ccc2c(c1)OCO2)c1cnc(Cl)c(Cl)c1	-3	-4	1	3	4	0	-6	8	-1
COc1ccc(-c2ccc(C(=O)N3CCOCC3)c3occc23)c(C)c1	4	3	-4	10	6	2	19	-13	-4
COc1ccc(CC(=O)O/N=C(\N)c2ccc(OC)cc2)cc1	-2	6	-2	2	0	-3	4	-3	-3
CCOc1ccc(CCNC(=O)COC(=O)COc2ccccc2C)cc1OCC	-1	6	-6	0	2	-3	-4	3	-1
Cc1cccc(N2CCN(Cc3nc(-c4cccc(Cl)c4)oc3C)CC2)n1	-4	10	-6	1	1	-9	-10	11	-4
O=c1[nH]c2cccnc2n(CCNc2ncc(C(F)(F)F)cc2Cl)c1=O	-4	-8	1	0	8	-9	4	4	-2
O=c1[nH]c2ccc(Cl)cc2c(-c2ccccc2)c1N1CCN(CCO)CC1	-1	0	2	3	11	-8	-2	3	0

Screening results: PubChem, The Scripps Research Institute Molecular Screening Center
